From PubChem BioAssay
RGS4 inh – inhibitors of human RGS4; HEK293 M3R/RGS4 inducible, Fluo-4 calcium flux; hits give high values; triggered by carbachol at its EC20; P49798; B-score at 10 µM; 310,000 tested, 0.45% active; AID 463165;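 active = B-score, a plate-corrected calcium signal, over three deviations above library mean, with baseline fluorescence within five deviations of library mean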;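 also: RGS4 expression induced by doxycycline in cells with stable M3 receptor; B-score is computed from the integrated fluorescence ratio over baseline after carbachol; higher B-score means a larger calcium signal and so more RGS4 inhibition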
Target sequence (P49798 whole entry, looked up): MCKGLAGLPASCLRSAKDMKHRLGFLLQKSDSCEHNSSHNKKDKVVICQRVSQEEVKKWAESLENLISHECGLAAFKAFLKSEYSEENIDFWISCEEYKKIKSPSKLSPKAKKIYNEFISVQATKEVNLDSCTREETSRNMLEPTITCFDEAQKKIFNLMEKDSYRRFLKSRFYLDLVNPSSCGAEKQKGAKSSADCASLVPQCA
SKKanGAS inh – inhibitors of SKKanGAS S. pyogenes growth in kanamycin (SK-promoter or general growth effect) | BacTiter-Glo, 6 h | inhibition, % at 7.5 µM | 300,000 tested, 1.3% active;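 active = mean replicate score, as percent of positive control median, at least 50; inconclusive = mean below 50 but one replicate at or above 50; inactive = mean and every replicate below 50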;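 also: strain carries kanamycin resistance gene driven by streptokinase promoter and grows in 40 µg/ml kanamycin; loss of luminescence reflects streptokinase promoter inhibition or plain growth inhibition; 0% = median of DMSO wells and 100% = positive control at its reference dose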
KCNK9 inh – human KCNK9 channel inhibition; Q9NPC2; HEK293 KCNK9, FluxOR thallium flux fluorescence; hits give low values; B-score at 10 µM; 310,000 tested, 1.2% active; AID 488922;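 active = ratio B-score over 3 SD below the library mean, with starting fluorescence within 5 SD of its mean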;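 also: negative B-score means less thallium flux so channel inhibition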
KCNQ1 pot – potentiators or activators of human KCNQ1 potassium channel | B-score at 10 µM | 310,000 tested, 0.35% active | P51787 | AID 2648 | CHO-K1 KCNQ1, thallium flux FluxOR fluorescence; hits give high values;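 active = fluorescence ratio B-score, a plate-corrected score, at least three library SD, with initial intensity B-score within 5 SD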
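Schedule – 37 °C overnight plating, 90-min dark dye load, 20-min compound pretreatment · System – stable KCNQ1 CHO-K1 line · Probe or stimulus – thallium- and potassium-containing depolarizing buffer · Measured by – kinetic FluxOR fluorescence, 10 s baseline plus 110 s post-stimulus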
TMEM16A act – activators or potentiators of mouse TMEM16A chloride channel; HEK293 TMEM16A/YFP-H148Q/I152L, iodide quench fluorescence; hits give low values; B-score at 10 µM; 340,000 tested, 0.3% active;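 active = fluorescence-ratio B-score plate-corrected deviation score at least 3 library SD below zero, with starting fluorescence score within 5 deviations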;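 also: channel opened by trigger with iodide after compound preincubation; score built on the fluorescence ratio of max minus min over baseline; more negative score means more quench and so TMEM16A activation or potentiation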
HDAC3 inh – inhibitors of human histone deacetylase 3; O15379; recombinant HDAC3, fluorogenic peptide/trypsin coupled, fluorescence; inhibition, % at 8.3 µM; 320,000 tested, 0.15% active; AID 2718; in the data active = inhibition above about 26%, passing the limit was not always enough; inconclusive = no clear call, values can overlap the other calls
Target sequence (O15379 whole entry, looked up): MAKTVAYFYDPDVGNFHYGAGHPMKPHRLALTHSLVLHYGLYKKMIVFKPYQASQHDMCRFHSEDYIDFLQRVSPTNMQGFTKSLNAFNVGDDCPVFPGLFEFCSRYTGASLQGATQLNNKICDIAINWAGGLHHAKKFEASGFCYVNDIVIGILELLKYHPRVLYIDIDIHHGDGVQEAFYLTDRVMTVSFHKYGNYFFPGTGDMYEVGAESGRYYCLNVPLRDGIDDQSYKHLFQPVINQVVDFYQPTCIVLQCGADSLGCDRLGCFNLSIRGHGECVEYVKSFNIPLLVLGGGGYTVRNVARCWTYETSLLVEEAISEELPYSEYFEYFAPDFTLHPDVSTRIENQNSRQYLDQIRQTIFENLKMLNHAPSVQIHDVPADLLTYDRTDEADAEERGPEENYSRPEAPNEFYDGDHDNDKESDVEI
ANO1 block – mouse TMEM16A channel inhibition, primary screen; Q8BHY3; HEK293 TMEM16A/YFP iodide influx fluorescence, ionomycin; normalized B-score (activity score, 25-100; higher = stronger inhibition) at 10 µM; 310,000 tested, 1.2% active;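 active = ratio plate-corrected score three or more library SD toward inhibition, starting fluorescence score within five deviations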;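 also: score derived from kinetic fluorescence span divided by baseline fluorescence per well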
KCNK3 inh – human KCNK3 channel inhibition, primary screen; O14649; CHO-KCNK3 thallium flux, FluxOR fluorescence; hits give low values; B-score at 10 µM; 340,000 tested, 0.84% active;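 active = B-score under library mean minus 4 SD, starting fluorescence ratio at most library mean plus 5 SD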;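 also: more negative B-score means stronger inhibition of thallium flux through KCNK3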
Target sequence (O14649 whole entry, looked up): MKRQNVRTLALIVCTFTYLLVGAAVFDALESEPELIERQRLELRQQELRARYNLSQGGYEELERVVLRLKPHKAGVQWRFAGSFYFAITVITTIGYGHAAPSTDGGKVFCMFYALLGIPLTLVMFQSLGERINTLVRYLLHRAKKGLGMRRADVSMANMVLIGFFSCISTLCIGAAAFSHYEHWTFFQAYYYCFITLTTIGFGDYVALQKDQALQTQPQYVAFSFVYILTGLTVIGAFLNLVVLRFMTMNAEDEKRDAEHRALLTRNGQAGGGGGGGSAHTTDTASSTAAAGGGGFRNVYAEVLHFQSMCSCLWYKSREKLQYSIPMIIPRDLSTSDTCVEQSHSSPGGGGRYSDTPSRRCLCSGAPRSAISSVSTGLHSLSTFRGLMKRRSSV
RGS4 act – potentiators or activators of RGS4. B-score at 10 µM. 310,000 tested, 0.92% active. AID 463111. HEK293 M3R/inducible RGS4, carbachol calcium flux Fluo4; hits give low values;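 active = B-score of the integrated calcium signal more than 4 SD below the library mean, with starting fluorescence not abnormally high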;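 also: negative B-score means reduced calcium response which marks RGS4 activation or potentiation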
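Material: M3R-expressing HEK293 line, RGS4 induced by doxycycline | Schedule: Overnight RGS4 induction, 30 min dye load 37 °C, 20 min compound RT | Measured by: Fluo4 fluorescence kinetic imaging of calcium | Read-out: Integrated calcium ratio converted to B score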
KCNQ1 inh – human KCNQ1 channel inhibition; P51787; CHO-K1 KCNQ1, FluxOR thallium flux fluorescence; hits give high values; B-score at 10 µM; 310,000 tested, 1.3% active; AID 2642;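 active = compounds whose thallium flux B-score, printed positive for inhibition, exceeds three library SD while starting fluorescence stays within three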;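 also: channel opened by potassium depolarization with thallium stimulus after 20 min compound exposure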
hERG rescue – hERG (human) protection from proarrhythmic block. Q12809. CHO-hERG, FluxOR thallium flux, dofetilide IC70 present. activation (rescue from dofetilide block), less the hit threshold, % at 10 µM. 310,000 tested, 0.51% active;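 active = activation above the mean of controls blocked by dofetilide plus 5 SD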;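 also: thallium influx through hERG after potassium depolarization seen as dye fluorescence rise; in these data hits start at about 4.7%; inactives centre near -7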
* hit, by the source's call; i = inactive; u = inconclusive; x = not tested or not shown.

SMILES	RGS4 inh	SKKanGAS inh	KCNK9 inh	KCNQ1 pot	TMEM16A act	HDAC3 inh	ANO1 block	KCNK3 inh	RGS4 act	KCNQ1 inh	hERG rescue
O=C(O)c1ccc(NC(=O)c2cccc(N3C(=O)C4C5CCC(C5)C4C3=O)c2)cc1 (configuration not stated)	i	-2	i	i	i	2	i	i	i	i	-2
COc1ccccc1C(=O)NCCCn1cc(Br)c(C)n1	i	2	i	i	i	-6	i	i	i	i	-8
Cc1ccc(NC(=S)N(CCN2CCCCC2)Cc2ccco2)cc1Cl	i	-1	-8.2*	i	-5.1*	-1	i	-10*	i	i	-10
Clc1ccccc1C1=CC(c2ccco2)n2ncnc2N1 (configuration not stated)	i	13	i	i	i	x	i	i	i	i	-6
O=C(O)c1ccc(NC(=O)c2cccs2)cc1	i	0	i	i	i	5	i	i	i	i	-2
O=C(NCc1ccccc1)C1CCCN(S(=O)(=O)c2cccc3nsnc23)C1 (configuration not stated)	i	0	i	i	i	6	i	i	i	i	-12
COc1cccc(-n2c(SCC(=O)NCCc3ccccc3)nnc2-c2ccoc2C)c1	i	-3	i	i	i	1	i	i	i	i	-16
FC(F)(F)c1cnc(/C=C/Nc2ccccc2Cl)c(Cl)c1	i	43	i	i	i	1	i	i	i	i	-8
COc1ccc(CCNC(=O)c2cc3c(=O)n4ccccc4nc3n(CCCN3CCOCC3)c2=N)cc1OC	i	-1	i	i	i	0	i	i	i	i	-6
COc1ccc(C(=O)NCCC2=CCCCC2)cc1	i	-9	i	i	i	6	i	i	i	i	-12
Cc1ccc(-c2nc(SCC(=O)NCCN3C(=O)CSC3=O)[nH]c2-c2ccc(C)cc2)cc1	i	0	i	i	x	14	i	x	i	i	-13
Cc1sc(NC(=O)C2CCCCC2C(=O)O)c(C(N)=O)c1C (configuration not stated)	i	-8	i	i	i	3	i	i	i	i	-1
Cc1nnc2n1NC(c1ccc(Cl)cc1)C(C(=O)N(C)C1CCCCC1)S2 (configuration not stated)	i	-4	i	i	i	-4	i	i	i	i	-3
COC(=O)c1c(NC(=O)Cc2cccs2)sc(C(=O)N2CCCCC2)c1C	i	1	i	i	i	7	i	i	i	i	-1
CCOCCCn1c(=NC(C)=O)c(C(=O)OCC)cc2c(=O)n3ccccc3nc21	i	1	i	i	i	-474	i	i	i	i	-12
CCNc1c(NS(=O)(=O)c2ccc(OC)c(Cl)c2)c(=O)oc2ccccc12	i	1	i	i	i	-9	i	i	i	i	-5
CCCCn1c(N)c(N(CC)C(=O)c2cc(S(=O)(=O)N3CCCCCC3)ccc2OC)c(=O)[nH]c1=O	i	2	i	i	i	-5	i	i	i	i	-12
COc1ccc(CN2C(=O)C(CC(C)C)Nc3ncnc(N4CCN(c5ccccn5)CC4)c32)cc1 (configuration not stated)	i	7	i	i	i	5	i	i	i	i	-8
Cc1ccc(NC(=O)c2ccco2)c(NC(=O)Cc2cccs2)c1	i	-6	i	i	i	-1	i	i	i	i	-11
Brc1ccc(-c2csc(-c3c[nH]c4ccccc34)n2)cc1	i	13	i	i	i	5	i	i	i	i	-6
O=C(COC(=O)CN1C(=O)C2CCCCC2C1=O)Nc1cc(S(=O)(=O)N2CCOCC2)ccc1Cl (configuration not stated)	i	-4	i	i	i	x	i	i	i	i	-4
CCN(CC)S(=O)(=O)c1ccc(N(C)Cc2ccc(C(F)(F)F)cc2)nc1	i	-6	i	i	i	-5	100*	i	i	i	-10
Cc1ccc(N(C(=O)c2cnccn2)C(C(=O)NC2CCCCC2)c2ccc(O)cc2)cc1 (configuration not stated)	i	9	i	i	i	-2	i	i	i	i	-5
O=C(CCOc1ccccc1)Nc1ccc(Br)cc1	i	-1	i	i	i	0	i	i	i	i	-5
COc1ccccc1/C=N/N1C(=O)C2C3C=CC(CC3)C2C1=O (configuration not stated)	i	3	i	i	i	5	i	i	i	i	-6
O=C(O)/C(=C\c1cccs1)Sc1nnc(-c2ccc(F)cc2)o1	i	1	i	i	i	-11	i	i	i	i	-12
CC(=O)Nc1cccc(-c2csc(NCc3ccco3)n2)c1	i	7	i	i	i	-2	i	i	i	i	-9
Cc1nnc(NC(=O)Cn2nc(C)c3ccccc3c2=O)s1	i	0	i	i	i	-2	i	i	i	i	-7
CC(C)c1ccc(NC(=S)Nc2ccc(OC(F)(F)F)cc2)cc1	i	-1	i	i	i	7	i	i	i	10*	-9
CCCCN(C)c1c(N2CCC(C(=O)OCC)CC2)c(=O)c1=O	i	0	i	i	i	1	i	i	i	i	-12
CC(C)C(=O)Nc1nnc(SCC(=O)NCc2ccc3c(c2)OCO3)s1	i	-1	i	i	i	6	i	i	i	i	-2
CCCCC[C@H]1CN(Cc2ccccc2)C(=O)[C@@H]1CC(=O)NCc1ccccc1	i	4	i	i	i	8	i	i	i	i	-10
CC(=O)NC(Cc1ccccc1)C(=O)OCC(=O)c1ccc(Cl)cc1 (configuration not stated)	i	0	i	i	i	0	i	i	i	i	-7
CCn1c(SCC(=O)Nc2nccc(C)n2)nc2ccccc21	i	1	i	i	i	-5	i	i	i	i	-11
COc1cc(/C=N/NC(=S)NCc2ccccc2)ccc1OCC#N	i	0	i	i	i	4	i	i	i	i	-5
Cc1nc(Nc2ccccc2)sc1-c1ccccc1	i	-16	i	i	i	13	i	i	i	i	-10
CC(=O)c1ccc(NC(=O)c2ccc(C)c(S(=O)(=O)N3CCOCC3)c2)cc1	i	1	i	i	i	3	i	i	i	i	-6
COc1ccc(OCc2cc(C(=O)N(Cc3nccn3C)C(C)C)no2)c2ccccc12	i	3	i	i	i	7	i	i	i	i	-15
O=C(NCC1CCCO1)c1ccccn1 (configuration not stated)	i	1	i	i	i	-6	i	i	i	i	-6
Cc1cc(NC(=O)C(C)Oc2ccc(Cl)cc2Cl)no1 (configuration not stated)	i	x	i	i	i	-8	i	i	i	i	-6
Cc1ccccc1Nc1nnc(SCC(=O)NCc2cccs2)s1	i	2	i	i	i	-2	i	i	i	i	-3
O=C(COC(=O)C12CC3CC(CC(Br)(C3)C1)C2)Nc1cccnc1Cl	i	8	i	i	i	4	i	i	i	i	-13
COc1ccc(N(CC(=O)NCc2ccco2)C(=O)CCC(=O)Nc2ccccn2)cc1	i	-4	i	i	i	x	x	i	i	i	-9
O=C(CN1C2CCCC1CC(NC(=O)C1CCCCC1)C2)Nc1ccccc1 (configuration not stated)	i	0	i	i	i	u	i	i	i	i	-5
COc1cc(/C=N/NC(=O)c2cc(C34CC5CC(CC(C5)C3)C4)[nH]n2)ccc1O	i	7	i	i	i	13	i	i	i	i	-24
O=C(C1CCCO1)N1CCN(C(=S)Nc2cccc(Cl)c2)CC1 (configuration not stated)	i	-8	i	i	i	-4	i	i	i	i	-4
COc1ccc(C(=O)CSc2nnn(-c3cccc(NC(C)=O)c3)n2)cc1	i	-4	i	i	i	-1	i	i	i	i	-11
COc1cc(NC(=O)Cc2ccccc2)ccc1NC(=O)Cc1ccccc1	i	7	i	i	i	13	i	i	i	i	4
CN(C)S(=O)(=O)c1cccc(NC(=O)CCc2nc3cc(S(=O)(=O)N4CCOCC4)ccc3n2C)c1	i	31	i	i	i	x	i	i	i	i	-11
O=C1COc2ccc(C(=O)COC(=O)CNC(=O)c3ccccc3)cc2N1	i	-3	i	i	i	-5	i	i	i	i	-11
COC(=O)COc1ccc(S(=O)(=O)NCc2ccc3c(c2)OCO3)cc1	i	2	i	i	i	2	i	i	i	i	-11
COc1ccc(OC)c(S(=O)(=O)NCC(=O)O)c1	i	-7	i	i	i	-2	i	i	i	i	-13
Cc1cc(=O)n2c(C)n[nH]c2n1	i	x	i	i	i	-5	i	i	i	i	-3
CC1=C(CC(=O)c2ccc(Cl)cc2)C(=O)c2ccccc2C1=O	i	45	-6.7*	i	i	11	i	i	i	i	-10
OCCC1CN(C/C(Cl)=C/c2ccccc2)CCN1C1CCCC1 (configuration not stated)	i	0	i	i	i	5	i	i	-10*	i	-11
CC(Sc1ccc(Cl)cc1)C(=O)NNC(=O)c1csc(N2CCOCC2)n1 (configuration not stated)	i	-1	i	i	i	-1	i	i	i	i	-6
Cc1cc(C2C(=O)CC(=O)CC2c2ccccc2)on1 (configuration not stated)	i	3	i	i	i	-1	i	i	i	i	-8
COc1ccc(NC(=O)CC2C(=O)N(c3ccccc3)C(=O)N2CCc2cccs2)cc1 (configuration not stated)	i	2	i	i	i	x	i	i	i	i	-16
COc1ccc(CNC(=O)COc2ccc(S(=O)(=O)N3CCOCC3)cc2C)cc1	i	0	i	i	i	-2	i	i	i	i	-13
S=C(Nc1ccc2c(c1)OCO2)Nc1ccccc1Cl	i	0	i	i	i	4	i	i	i	i	-7

Next structures follow:
SMILES	RGS4 inh	SKKanGAS inh	KCNK9 inh	KCNQ1 pot	TMEM16A act	HDAC3 inh	ANO1 block	KCNK3 inh	RGS4 act	KCNQ1 inh	hERG rescue
COc1cccc(-n2c(=O)c3sccc3n(CC(=O)NC3CCCC3)c2=O)c1	i	-5	i	i	i	6	i	i	i	i	-6
O=C1C(Cl)=C(Nc2ccccc2O)C(=O)N1CCc1ccccc1	i	-3	i	i	i	2	i	i	i	i	-10
Cc1cc(=O)cc(C)n1-c1ccccc1N	i	-3	i	i	i	-4	i	i	i	i	-12
CN(C)CCOC(=O)C12CC3CC(CC(C3)C1)C2	i	0	i	i	i	4	i	i	i	i	-6
O=C(CSc1nnc(NC2CCCCC2)s1)NC1CCS(=O)(=O)C1 (configuration not stated)	i	-6	i	i	i	-2	i	i	i	i	-2
CC(=O)N1Cc2ccccc2C(C)CC12CCCC2 (configuration not stated)	i	-3	i	i	i	0	i	i	i	i	-8

Filtered by structure, those above containing a CF3 group
SMILES	RGS4 inh	SKKanGAS inh	KCNK9 inh	KCNQ1 pot	TMEM16A act	HDAC3 inh	ANO1 block	KCNK3 inh	RGS4 act	KCNQ1 inh	hERG rescue
FC(F)(F)c1cnc(/C=C/Nc2ccccc2Cl)c(Cl)c1	i	43	i	i	i	1	i	i	i	i	-8
CCN(CC)S(=O)(=O)c1ccc(N(C)Cc2ccc(C(F)(F)F)cc2)nc1	i	-6	i	i	i	-5	100*	i	i	i	-10
CC(C)c1ccc(NC(=S)Nc2ccc(OC(F)(F)F)cc2)cc1	i	-1	i	i	i	7	i	i	i	10*	-9
